GLS inhibitor: inhibitors of human glutaminase (GLS) | Potency, µM (titrated, usually from 45.5 µM), without a hit: at the top dose activity change, negative = inhibition, most hits filed as inhibitors | AID 624170 | O94925 | actives 0.21% (n = 410,000) | GLS enzymatic activity, qHTS titration; note: potency is the fitted concentration of half-maximal effect; % is set by controls: 0 for no effect and ±100 for the full control effect
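hKGA in 45 mM KH2PO4 (pH 8.2), 0.02% Tween-20 with compound, then 1mM L-Glutamine (stock as added) plus glutamate oxidase/HRP/Amplex red coupling mix. Fluorescence read initially and after 30 min at RT; signal change reflects glutamate formation.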
HP1b chromo inh: inhibitors of HP1-beta chromodomain binding to methylated histone tails. P83916. AlphaScreen HP1-beta / biotin-H3K9me3 peptide binding. Potency, µM (series often up to 114 µM), without a hit: at the highest dose activity change, negative = inhibition, actives largely listed as inhibitors. actives 0.56% (n = 390,000); note: potency is the fitted concentration of half-maximal effect; nearly all actives have a fitted effect of over 70% in size; inactives centre near 23
Target sequence (P83916 whole entry, looked up): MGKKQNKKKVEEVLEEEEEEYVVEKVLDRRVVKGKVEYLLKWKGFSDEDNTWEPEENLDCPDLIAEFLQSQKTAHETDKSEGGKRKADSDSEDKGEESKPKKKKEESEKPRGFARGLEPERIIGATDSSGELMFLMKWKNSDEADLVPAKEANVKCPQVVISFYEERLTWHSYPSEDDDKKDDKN
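Compound inhibition of the preformed complex between 50 nM HP1-beta and 50 nM biotinylated H3K9me3 peptide was read by AlphaScreen. Buffer was PBS pH 7.4 with 0.01% Tween-20. Incubations ran 30 min at room temperature, with 10 ug/mL donor/acceptor beads.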
JMJD2A Tudor inh: JMJD2A Tudor domain (human) inhibition; O75164; AlphaScreen JMJD2A-Tudor / H3K4me3 peptide binding; Potency, µM (doses to about 114 µM), inactives show at the top dose activity change, negative = inhibition, hits mostly inhibitors; actives 4.4% (n = 390,000); AID 504339; note: potency is the fitted concentration of half-maximal effect; % is set by controls: 0 for no effect and ±100 for the full control effect; nearly all actives have a fitted effect of over 50% in size
12-LOX inh: ALOX12 (human) lipoxygenase inhibition | actives 1.1% (n = 580,000) | AID 1671190 | purified 12hLO, xylenol orange hydroperoxide absorbance | Potency, µM (top dose mostly 108 µM), for the others: at the highest dose activity change, negative = inhibition, hits mostly inhibitors; note: potency is the fitted concentration of half-maximal effect; % is set by controls: 0 for no effect and ±100 for the full control effect
Target sequence (P18054 whole entry, looked up): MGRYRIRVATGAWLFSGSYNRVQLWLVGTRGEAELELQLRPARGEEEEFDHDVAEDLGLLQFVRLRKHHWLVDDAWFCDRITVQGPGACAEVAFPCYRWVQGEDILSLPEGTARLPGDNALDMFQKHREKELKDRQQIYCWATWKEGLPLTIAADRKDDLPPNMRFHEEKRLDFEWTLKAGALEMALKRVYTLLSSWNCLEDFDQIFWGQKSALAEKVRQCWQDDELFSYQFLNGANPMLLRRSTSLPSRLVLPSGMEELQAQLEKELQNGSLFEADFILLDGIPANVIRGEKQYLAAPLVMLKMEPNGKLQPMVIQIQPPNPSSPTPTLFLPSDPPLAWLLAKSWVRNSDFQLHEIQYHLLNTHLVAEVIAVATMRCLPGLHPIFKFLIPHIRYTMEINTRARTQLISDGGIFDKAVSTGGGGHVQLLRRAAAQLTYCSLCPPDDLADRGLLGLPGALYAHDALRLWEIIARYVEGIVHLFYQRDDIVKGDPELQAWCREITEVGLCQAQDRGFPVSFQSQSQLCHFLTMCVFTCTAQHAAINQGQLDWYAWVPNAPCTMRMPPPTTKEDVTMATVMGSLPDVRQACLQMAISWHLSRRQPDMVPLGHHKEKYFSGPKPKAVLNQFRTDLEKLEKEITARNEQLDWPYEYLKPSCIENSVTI
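Hydroperoxide product was detected by ferrous iron/xylenol orange as the 573 to 405 nm absorbance ratio. Arachidonic acid at 40 uM (final) was turned over for 30 min at room temperature by 150 nM human 12hLO, pH 7.0 Hepes buffer, after 15 min compound preincubation.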
G9a block: G9a (human) methyltransferase inhibition. Potency, µM (doses to about 102 µM), for inactives: top-dose activity, negative = inhibition, hits mostly inhibitors. actives 8.8% (n = 350,000). G9a H3K9 monomethylation, AlphaScreen, 2 h; note: potency is the fitted concentration of half-maximal effect; % is set by controls: 0 for no effect and ±100 for the full control effect; nearly all actives have a fitted effect of over 75% in size
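Enzyme 20 nM + cpd, 15 min RT; add b-H3K9 pep 500 nM / SAM 20 uM; 2 h RT; anti-H3K9me1 Ab 0.5 ug/mL + SA donor / anti-rabbit acceptor beads 20 ug/mL each, 10 min; AlphaScreen read.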
PI4K2A inh: blocks human PI4K2A kinase activity | Q9BTU6 | purified PI4K2A, ADP-Glo luminescence, 1 h; active compounds read low | activity change, negative = inhibition, % at 76.9 µM | actives 0.13% (n = 420,000) | AID 1346378; in the data active = activity change below about -50%; inconclusive = mostly about -30% to -49%;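 note: -100% = wells without enzyme as full effect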
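ADP-Glo luminescence measured ADP generated by PI4K2A enzyme (4 ug/mL before mixing) with 1.2 mM PI substrate (pre-mix) and 300 microM ATP (pre-mix). Tris pH7.5 buffer with MgCl2, Triton X-100; 1 h reaction at ambient temperature.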
RGS4 inhibitor: blocks human RGS4-accelerated GTP hydrolysis | P49798 | Transcreener GDP fluorescence polarization, RGS4-accelerated GTP hydrolysis | Potency, µM (highest dose often 114 µM), for the others: at the highest dose activity change, negative = inhibition, most hits filed as inhibitors | actives 0.039% (n = 390,000); note: potency is the fitted concentration of half-maximal effect; % is set by controls: 0 for no effect and ±100 for the full control effect; nearly all actives have a fitted effect of over 75% in size; some results filed as inactive show a strong effect at the top dose
Target sequence (P49798 whole entry, looked up): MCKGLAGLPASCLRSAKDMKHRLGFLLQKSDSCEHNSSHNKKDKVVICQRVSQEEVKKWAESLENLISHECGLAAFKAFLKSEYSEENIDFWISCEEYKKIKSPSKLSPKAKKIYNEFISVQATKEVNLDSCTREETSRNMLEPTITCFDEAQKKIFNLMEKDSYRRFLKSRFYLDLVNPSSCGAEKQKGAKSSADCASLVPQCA
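MLSMR compounds (23 nl, pin-transferred) preincubated 10 min at room temperature with a 500nM (2x) first reagent, then RGS4 at 900nM (2x) plus Transcreener GDP mix added; fluorescence polarization (620/688 nm) read before and after 90 min at 30 °C.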
BAZ2B block: BAZ2B (human) inhibition; actives 4.4% (n = 360,000); AlphaScreen BAZ2B-H3K14Ac peptide displacement; AID 504333; Potency, µM (highest dose often 114 µM), inactives show at the highest dose activity change, negative = inhibition, hits mostly inhibitors; note: potency is the fitted concentration of half-maximal effect; % is set by controls: 0 for no effect and ±100 for the full control effect; nearly all actives have a fitted effect of over 60% in size
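Protein-peptide AlphaScreen: BAZ2B 50 nM, b-H3K14Ac 50 nM, 1x PBS pH 7.4 + 0.01% Tween-20. Preincubation 30 min RT; cpd 30 min RT (top 110 uM); beads 20 min RT, light-protected.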
ERG Ets-DNA blk: inhibitors of human ERG Ets domain-DNA interaction. P11308. fluorescence polarization, His-ERG Ets domain / labelled DNA. Potency, µM (top dose mostly 76.9 µM), for inactives: at the top dose FP activity, negative = inhibition, usual class: inhibitors. actives 0.028% (n = 370,000). AID 624246; active = well fitted inhibition curve with a large enough effect in the polarisation, with a control signal flat; inconclusive = small, poorly fitted or top-dose-only effect, or effect the other way, or a change in a side signal; inactive = no such curve, though single readings can be large or run the other way; the % refers to the polarisation;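 note: polarization taken with two DNA probes labelled with fluorescein and Texas red; potency is the fitted concentration of half-maximal effect; % of control where 0% means no effect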
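His-tagged ERG Ets domain (1 uM in the protein solution; 300mM KCl, 50mM Tris-HCl, 1mM EDTA, 1mM DTT, pH 7.5) received compound, then a probe mix of 5 nM fluorescein-DNA and 100nM Texas-615-DNA. Fluorescence polarization was read for both dyes.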
An asterisk follows results filed as active; ? = inconclusive; . = not tested or not shown; & = joins results of further samples; ! = a repeat was not active; [ ] = dose if it differs, or a comment. Unless noted, calls come from the whole dose curve; as a rule, active = well fitted curve in the direction sought with a large enough effect; inconclusive = small, poorly fitted or top-dose-only effect, or another doubt; inactive = no such curve, though single readings can be large; an effect the other way counts as inactive or inconclusive.

compound	GLS inhibitor	HP1b chromo inh	JMJD2A Tudor inh	12-LOX inh	G9a block	PI4K2A inh	RGS4 inhibitor	BAZ2B block	ERG Ets-DNA blk
O=C(CN1CCOCC1)Nc1nc(-c2ccc3c(c2)CCN3S(=O)(=O)c2ccccc2)cs1	2%	10%	-26%	-8%	-46%[12.7 µM]	8	-17%	?	-1%
O=C(N/N=C/CCc1ccccc1)c1ccc(CN2c3cccc4cccc(c34)S2(=O)=O)cc1	2%	42%[activator]	0%	-12%	-2%	-3	14%	6%	-5%
CCOc1cc(C2C(C(C)=O)=C(C)Nc3ncnn32)ccc1O (stereo not drawn)	13%	57%[activator]	9%	.	-12%[2.33 µM]	1	-7%	0%	-2%
COc1cccc(C2=NOC(C(=O)Nc3cccnc3)C2)c1 (stereo not drawn)	3%	13%	-12%	2%	.	0	12%	6%	2%
CCOc1ccccc1C(=O)NCCNC(=O)c1ccccc1OCC	-13%	18%	-6%	8%	.	-2	-23%	.	-9%
Cc1cc2nc(CCl)cc(=O)n2[nH]1	-5%	23%	-13%	-11%	11%	0	2%	?	6%
CC(C)C(C)N(Cc1ccc(C(=O)O)cc1)C(=O)c1ccc2ccccc2n1 (stereo not drawn)	7%	40%[activator]	-4%	0%	.	3	-20%	.	3%
Cc1ccc(S(=O)(=O)Nc2ccc3nc(C)oc3c2)cc1	7%	15%	-6%	6%	.	2	-19%	.	-1%
COc1cc(/C=C/C(=O)OCC(=O)N(CC(C)C)c2c(N)n(Cc3ccccc3)c(=O)[nH]c2=O)ccc1O	5%	7%	-20%	-2%	.	-5	19%	.	-14%
CCOC(=O)C1=CN(Cc2cccc(F)c2)S(=O)(=O)N(CC)C1c1ccc(C(F)(F)F)cc1 (stereo not drawn)	-2%	21%	-16%	-7%	.	2	9%	.	-6%
CN(C(=O)Nc1cnccc1C(F)(F)F)C1CCCCC1	-13%	10%	1%	162%[activator]	3%	-1	6%	-1%	7%
O=C(Nc1ccccc1)c1ccc(S(=O)(=O)NCc2cccnc2)cc1	3%	26%	-6%	-22%	12%	3	-11%	-2%	5%
Cc1ccc(Cl)cc1NC(=O)COC(=O)c1ccccc1O	1%	53%[activator]	-16%	-10%	1%	0	0%[56.9 µM]	-8%	0%
COc1ccc(C(C(=O)NCC2CCCO2)N(C(=O)c2snc(C(N)=O)c2N)c2ccccc2)cc1OC (stereo not drawn)	-16%	60%[activator]	-15%	-11%	6%	-1	-13%	-1%	-6%
Cc1cc(C)c(-c2noc(C(=O)OC(C)(C)C)c2C(=O)OC(C)(C)C)c(C)c1	-5%	50%[activator]	6%	0%	65%[activator]	-9	-10%	12%[57.1 µM]	3%
Cc1ccc(S(=O)(=O)N(C)c2ccc(OCC(=O)Nc3nc(-c4ccccc4)cs3)cc2)cc1	3%	9%	-24%	-9%	8%[59 µM]	3	-30%	-3%	-6%
Cc1ccc(/C(N)=N/OC(=O)CCC2CCCC2)cc1	-2%	121%[activator]	103%[activator]	-6%	157%[activator]	2	13%	99%[activator]	-1%
CCc1cc(=O)oc2c(C)c(OCC(=O)N3CCC[C@@H]3C(=O)O)ccc12	-5%	34%	-3%	5%	.	6	-17%	-4%	-4%
O=C(c1ccc(Br)cc1)C1CCc2occc2C1=O (stereo not drawn)	11%	-8%	-32%	?	?	-7	-9%	-39%	-2%
COC(=O)/C(=C\Nc1ccc(OC)cc1)NC(=O)c1ccc(Cl)cc1Cl	18%	1%	-27%	?	-6%[59 µM]	0	13%	-37%	-2%
Cc1nnc(SCc2cnc(-c3ccccc3)o2)[nH]c1=O	6%	21%	-18%	0%[57.4 µM]	-36%[12.7 µM]	-4	-1%	8%	-4%
O=C(Cc1ccccc1)Nc1ccccc1C(=O)N1CCCCCC1	-4%	64%	3%	4%	40%[12.7 µM]	-1	-19%	-20%	12%
Cc1nc2ccccc2c(=O)n1NC(=O)c1ccco1	0%	57%[activator]	-6%	30%[activator]	-9%[59 µM]	3	-48%	-1%	-2%
COc1ccc(CNS(=O)(=O)c2ccc(-c3ccc(=O)[nH]n3)o2)cc1	-4%	19%[57 µM]	-1%	-6%&41%	9%	-4	-12%	-14%	-3%
Cc1onc(-c2ccccc2Cl)c1C(=O)NC(=S)Nc1ccc(C(C)(C)C)cc1	6%	56%[activator]	-18%	?	?	-1	-44%	-33%	10%
CC(C)(C)c1cc(NCc2ccccn2)n2ncc(-c3ccc(Cl)cc3)c2n1	2%	175%[activator]	21%	162%[activator]	.	-3	-17%	-4%	5%
CCOC(=O)C1(CCCc2ccccc2)CCN(C(=O)c2cnc(C)cn2)CC1	10%	10%	-12%	0%	.	10	21%	-3%	0%
CC(OC(=O)CCOc1ccccc1)C(=O)NC1CC1 (stereo not drawn)	-7%	32%	-3%	-3%	14%[0.501 µM]	-1	-10%	-4%	5%
COc1ccc(NC(=S)N2CCN(C(=O)C3CCCO3)CC2)c(OC)c1 (stereo not drawn)	-1%	25%	0%	-10%	3%	6	-18%	1%	2%
O=C(CCCC1=NS(=O)(=O)c2ccccc2N1)N1CCN(c2ccc([N+](=O)[O-])cc2)CC1	3%	21%	-15%	0%	5%	2	29%[11.4 µM]	?	-5%
CC1(C)CC(=O)C(C(C2=C(O)CC(C)(C)CC2=O)c2ccco2)C(=O)C1 (stereo not drawn)	21%	27%	-21%[57.1 µM]	?	35µM*	-15	-17%[11.4 µM]	-30%	14%
Cc1c(NC(=O)c2cc(-c3ccc4c(c3)OCO4)on2)c(=O)n(-c2ccccc2)n1C	7%	-23%	-22%	23%	2%[59 µM]	-5	-15%	-2%	0%
O=C(CSc1nc2cc(Cl)ccc2o1)Nc1ccc(N2CCOCC2)cc1	-2%	24%	-2%	-18%	-43%	2	-23%	-30%	-1%
Cc1ccc(S(=O)(=O)N(C)C)cc1NC(=O)C(C)OC(=O)C1CCCC1 (stereo not drawn)	-16%	35%	-1%	-21%	16%[2.33 µM]	-5	-6%	10%	4%
O=C(C=C1CCN(c2ncc(C(F)(F)F)cc2Cl)CC1)NNC(=O)Nc1ccccc1	2%	19%	-12%	0%	11µM*	1	-40%	3%	-2%
CC(C)(C)c1csc(NC(=O)Cc2ccc(S(=O)(=O)N3CCOCC3)s2)n1	14%	-17%	-31%	-13%	?	-4	-4%	-6%	6%
CCOc1ccc(NC(=O)CC2C(=O)N(c3ccccc3)C(=O)N2CCc2sccc2C)cc1 (stereo not drawn)	-12%	34%	-13%	-14%	10%[59 µM]	5	0%	-5%	2%
O=C(c1ccc(NS(=O)(=O)c2ccc(F)cc2)cc1)N1CCOCC1	4%	14%	-12%	0%	-3%[0.501 µM]	1	17%	11%	2%
O=C1c2ccccc2C(=O)c2c1ccc(O)c2O	2%&-3%	7.1µM*	50µM*	2.3µM*!	-33%[2.33 µM]	-27&-27	-33%	.	-27%
CCC(Sc1nc2ccncc2[nH]1)C(=O)Nc1cc(C)ccc1C (stereo not drawn)	-5%	29%	-17%	-1%	7%[59 µM]	0	-7%	-1%	1%

Three entries drawn at random from those above, as already listed:
compound	GLS inhibitor	HP1b chromo inh	JMJD2A Tudor inh	12-LOX inh	G9a block	PI4K2A inh	RGS4 inhibitor	BAZ2B block	ERG Ets-DNA blk
CC(C)(C)c1csc(NC(=O)Cc2ccc(S(=O)(=O)N3CCOCC3)s2)n1	14%	-17%	-31%	-13%	?	-4	-4%	-6%	6%
O=C1c2ccccc2C(=O)c2c1ccc(O)c2O	2%&-3%	7.1µM*	50µM*	2.3µM*!	-33%[2.33 µM]	-27&-27	-33%	.	-27%
O=C(c1ccc(NS(=O)(=O)c2ccc(F)cc2)cc1)N1CCOCC1	4%	14%	-12%	0%	-3%[0.501 µM]	1	17%	11%	2%

(more compounds)
compound	GLS inhibitor	HP1b chromo inh	JMJD2A Tudor inh	12-LOX inh	G9a block	PI4K2A inh	RGS4 inhibitor	BAZ2B block	ERG Ets-DNA blk
C[C@@H]1CN([C@H](C)CO)C(=O)c2cc(NS(=O)(=O)c3cccs3)ccc2O[C@H]1CN(C)Cc1ccccc1	24%	29%	-24%	-5%	.	-3	12%	.	-4%
O=C(COC(=O)/C=C/c1cccc(C(F)(F)F)c1)NC(=O)NCc1ccco1	0%	25%	-16%	37%	.	-5	-41%	.	4%
COc1ccc(CNc2nc3nc(C)c(Cl)c(C)n3n2)cc1OC	1%	5%	-4%	0%	.	-4	-35%	.	-4%
Cc1c(NC(=O)CSc2nnnn2-c2ccc(C(=O)O)cc2)c(=O)n(-c2ccccc2)n1C	9%	22%	-1%[11.4 µM]	-18%	-10%	-3	?	-16%	2%
COc1ccc2cc(C#N)c(N3CCN(C(=O)c4ccccc4C)CC3)nc2c1	-3%	49%[activator]	-2%	?	-35%	-6	-7%	-2%	11%
CC1CN(C(=O)Nc2ccc(C(=O)NCc3ccccc3F)cc2)c2ccccc2S1 (stereo not drawn)	3%	28%	-9%	-1%	-26%[59 µM]	2	-2%	-5%	5%

This is a subset. The share of hits here may be higher or lower than overall.
